Screening results from PubChem.
D2 potentiator: HTS Assay for Positive Allosteric Modulators of the Human D2 Dopamine Receptor: Primary Screen for Potentiators | HEK293 T-REx D2, calcium flux, EC20 dopamine potentiation | potentiation, % at 10 µM | 340,000 compounds, 0.34% hits;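 active = potentiation over 3 SD above the plate norm, cut at about 30% in these data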; note: 0% is about no effect
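Primary screen. Calcium kinetics in induced HEK293 T-REx D2 cells: compound pre-addition 180 s, EC20 dopamine, 180 s more.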
TRHR PAM: qHTS for Small Molecule Agonists and Allosteric Enhancers of Human TRH Receptor: Primary Screen for Enhancers; Thyrotropin-releasing hormone receptor (Homo sapiens), P34981; TRHR cells, fluo-8 calcium fluorescence, EC20 TRH enhancement; enhancement, % at 2 µM; 360,000 compounds, 0.66% hits; in the data active = enhancement above about 30%; note: 0% is about no effect
Target sequence (P34981 whole entry, looked up): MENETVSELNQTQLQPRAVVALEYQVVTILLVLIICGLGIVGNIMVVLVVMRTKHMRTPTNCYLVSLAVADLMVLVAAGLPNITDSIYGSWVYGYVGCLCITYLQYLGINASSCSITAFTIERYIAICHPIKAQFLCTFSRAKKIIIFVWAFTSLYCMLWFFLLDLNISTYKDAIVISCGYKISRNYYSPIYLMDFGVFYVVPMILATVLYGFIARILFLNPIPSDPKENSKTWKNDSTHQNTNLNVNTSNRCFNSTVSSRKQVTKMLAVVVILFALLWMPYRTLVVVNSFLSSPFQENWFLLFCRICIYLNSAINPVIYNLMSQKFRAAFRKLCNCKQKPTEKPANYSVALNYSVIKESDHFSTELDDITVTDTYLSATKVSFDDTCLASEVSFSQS
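TRHR-expressing cells loaded with fluo-8 calcium dye were read kinetically (ex 480/em 530) during compound addition, then stimulated with an EC20 of TRH (10 nM final). Enhancement of the Gq-mediated intracellular calcium response was scored.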
RXFP1 agonist: qHTS Assay for Agonists of the Relaxin Receptor RXFP1; HEK293T-RXFP1 cAMP TR-FRET, 30 min; response scale: percent of porcine relaxin response, buffer zero; Potency, µM (highest dose often 57.5 µM), for inactives: at the top dose activation, actives largely listed as activators; 370,000 compounds, 0.3% hits; note: potency is the fitted concentration of half-maximal effect; % is set by controls: 0 for no effect and ±100 for the full control effect; nearly all actives have a fitted effect of over 60% in size; many of its hits are not listed in these tables
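cAMP rise read by TR-FRET after 30 min, 37C compound exposure (up to 58 uM) in RXFP1-transfected HEK293 cells with Ro 20174 present. EC50 from Hill-equation fits, with 29 nM porcine relaxin as 100% and buffer as basal.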
D1 ag: Allosteric Agonists of the Human D1 Dopamine Receptor: qHTS. 360,000 compounds, 1% hits. HEK293 T-REx D1 cells, calcium flux, agonist mode. AID 504660, 2011. activation, % at 2 µM. D(1A) dopamine receptor (Homo sapiens), P21728; in the data active = activation above about 30%; note: 0% is about no effect
Target sequence (P21728 whole entry, looked up): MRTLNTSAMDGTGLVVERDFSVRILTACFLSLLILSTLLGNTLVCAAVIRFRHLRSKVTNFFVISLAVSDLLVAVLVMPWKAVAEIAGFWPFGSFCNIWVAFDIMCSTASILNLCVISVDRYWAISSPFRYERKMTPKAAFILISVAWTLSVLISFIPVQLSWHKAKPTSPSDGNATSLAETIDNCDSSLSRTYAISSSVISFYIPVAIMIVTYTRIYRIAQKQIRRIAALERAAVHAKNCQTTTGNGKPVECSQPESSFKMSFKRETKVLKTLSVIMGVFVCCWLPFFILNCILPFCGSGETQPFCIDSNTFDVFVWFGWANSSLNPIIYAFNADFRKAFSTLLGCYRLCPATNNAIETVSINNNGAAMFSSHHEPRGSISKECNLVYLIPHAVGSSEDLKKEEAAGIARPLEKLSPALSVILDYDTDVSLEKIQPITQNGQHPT
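Tetracycline-induced HEK293 TREx D1 cells, force-coupled to calcium signalling, were dye-loaded with a no-wash calcium kit. Compound was pin-added after a 10 s baseline. Fluorescence was read kinetically at 1 cycle/s for 180 s, with calcium rises flagged as agonism.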
D1 antag: Antagonist of Human D 1 Dopamine Receptor: qHTS; activity change, negative = inhibition, % at 10 µM; 360,000 compounds, 3.2% hits; HEK293 TREx D1 cells, calcium flux, dopamine EC80; stronger effect = lower value; AID 504652, 2011; in the data active = activity change below about -30%; note: % is set by controls: 0 for no effect and ±100 for the full control effect
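Kinetic fluorescence of a calcium dye serves as the read-out. D1-expressing Hek293 Trex cells, induced overnight at 30 C, are exposed to compound for 180 s before an EC80 dopamine addition, then read 180 s further.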
RXFP1 antag: qHTS Assay for Antagonists of the Relaxin Receptor RXFP1 | Relaxin receptor 1 (Homo sapiens), Q9HBX9 | HEK293-RXFP1, relaxin-stimulated cAMP HTRF, 30 min; stronger effect = lower value | activity change, negative = inhibition, % at 57.5 µM | 350,000 compounds, 0.59% hits;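 active = activity change of -60% or lower, but not beyond a set lower limit; inconclusive = change between -60% and -40%, or beyond the set limit; inactive = change above -40%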; note: % is set by controls: 0 for no effect and ±100 for the full control effect
TRHR agonist: qHTS for Small Molecule Agonists and Allosteric Enhancers of Human TRH Receptor: Primary Screen for Agonists; TRHR cells, calcium flux fluo-8, FDSS agonist mode; activation, % at 2 µM; 360,000 compounds, 0.18% hits; in the data active = activation above about 30%; note: 0% is about no effect
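Agonist-mode FDSS calcium read (Ex 480/Em 530, 1 s cycles) in 1536-well TRHR cells with fluo-8 dye, after 10-cycle baseline and 23 nL compound addition; TRH at EC20 (10 nM final) added afterwards for the enhancer phase.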
Apoferritin bind: qHTS Assay for Identification of Novel General Anesthetics; apoferritin/1-aminoanthracene competitive binding, fluorescence; Potency, µM (top dose mostly 77.5 µM), inactives show at the highest dose activity change, negative = displacement, hits mostly inhibitors; 350,000 compounds, 0.074% hits; AID 485281, 2010; note: potency is the fitted concentration of half-maximal effect; % is set by controls: 0 for no effect and ±100 for the full control effect; nearly all actives have a fitted effect of over 20% in size
Target sequence (P02791 2-175 limits assumed): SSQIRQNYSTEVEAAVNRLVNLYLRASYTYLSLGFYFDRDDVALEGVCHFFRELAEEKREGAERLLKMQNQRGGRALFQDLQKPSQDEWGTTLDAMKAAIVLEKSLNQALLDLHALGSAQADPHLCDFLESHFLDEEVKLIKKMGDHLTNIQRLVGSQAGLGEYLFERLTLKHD
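Concentration-response curves derived by four-parameter Hill fitting of normalized fluorescence, where compounds displaced 1-AMA from 10 uM horse apoferritin following a brief 10 min room-temperature incubation; propofol titration acted as positive control.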
D1 potentiator: Potentiators of Human D1 Dopamine Receptor: qHTS | AID 504651, 2011 | HEK293 TREx D1 cells, calcium flux, dopamine EC20 potentiation | potentiation, % at 10 µM | D(1A) dopamine receptor (Homo sapiens), P21728 | 360,000 compounds, 0.036% hits; in the data active = potentiation above about 30%; note: 0% is about no effect
Starred values were filed as active, the others as inactive; ? = inconclusive; . = no result given; & = joins results of further samples; [ ] = another dose, or the depositor's remark. Unless noted, calls come from the whole dose curve; as a rule, active = well fitted curve in the direction sought with a large enough effect; inconclusive = small, poorly fitted or top-dose-only effect, or another doubt; inactive = no such curve, though single readings can be large; an effect the other way counts as inactive or inconclusive. A portion of the library. The share of hits here may be higher or lower than overall.

The line under a structure holds: D2 potentiator, TRHR PAM, RXFP1 agonist, D1 ag, D1 antag, RXFP1 antag, TRHR agonist, Apoferritin bind, D1 potentiator
COc1cccc(NC(=O)CN(C)C(=O)c2ccc(NS(=O)(=O)c3ccc(F)cc3)cc2)c1
→ -3.8, 4.8, 1.5%, 2.6, -6.0, 2.7, 0.0, ., .
CCOC(=O)c1c(S(=O)(=O)N2CCc3ccccc32)c(C)n(C)c1C
→ -0.6, 27.9, 1.0%, 0.3, 7.0, 14.0, -0.2, -11.5%, 1.1
COc1cccc(C(=O)NCCS(=O)(=O)N2CCc3ccccc3C2)c1
→ 1.8, -1.5, 0.1%, -0.2, 5.4, -0.4, -0.6, ., -0.2
O=c1[nH]c(C(Cl)(Cl)Cl)nc2ccc3ccccc3c12
→ 3.2, -4.9, 1.7%, 8.0, -3.5, -35.1, -0.1, -2.4%, .
CCc1nc(SCC(=O)N2CCCC2)c2ccccc2n1
→ ., 2.8, 3.2%, -0.5, -1.2, -1.6, -0.2, -0.6%, -5.6
COc1cccc(C2CC(c3cccs3)=NN2C(=O)CSc2nc3ccccc3s2)c1OC (stereo not drawn)
→ ., 7.5, 0.7%, 6.7, 2.8, -9.2, 1.4, 58.2%[activator], 4.0
O=C(Nc1nc2ccc(F)cc2s1)C1CCCO1 (stereo not drawn)
→ -3.7, -4.3, -0.4%, 1.1, 1.7, -0.2, -0.1, -8.1%, -6.8
COc1ccc2c(c1)cc1c(=O)n(CC(=O)NC(C)CCc3ccccc3)nc(C)n12 (stereo not drawn)
→ -0.8&11.2, -0.7&5.7, 22.1%&6.3%, 2.1&2.7, 14.0&5.8, 16.9&-0.9, 0.1&-0.2, 9.3%&-0.2%, -0.8&-5.1
COCCCNC(=S)N1CCN(S(=O)(=O)c2ccc(OC)cc2)CC1
→ -10.1, -6.8, 2.2%, 0.5, -20.8, 0.4, 0.2, -3.2%, -6.4
COc1cccc(-c2nn(C)c3sc(C(=O)N4CCN(c5cccc(C)c5)C(C)C4)cc23)c1 (stereo not drawn)
→ -6.2, 4.7, 3.0%, 2.4, 10.1, -22.5, 0.3, -12.0%, 0.1
COc1ccc(OC)c(N=Cc2c(O)[nH]c3ccccc23)c1
→ 6.8, 8.9, 0.2%, 5.1, -2.1, -4.4, -0.8, 100.2%[activator], 3.3
C(=N\Nc1nc2ccccc2[nH]1)/c1ccc2c(c1)OCO2
→ ., -2.4, -0.2%, 1.1, -8.0, -12.2, -0.7, -9.4%, -7.0
CN(C)S(=O)(=O)c1cc(NC(=O)COC(=O)C2CSC3(C)CCC(=O)N23)ccc1Cl (stereo not drawn)
→ 0.8, 5.6, -0.6%, 6.6, 1.8, 6.4, 3.4, -0.6%, -4.8
Cc1ccc(CNC(=O)c2ccc(N3Cc4ccccc4Oc4ncccc43)s2)cc1
→ 0.9, -4.4, ?, -1.0, 19.0, 9.5, 0.8, 303.5%[activator], -0.8
Cc1ccc(-c2ocnc2C(=O)N2CCN(C(=O)c3cccs3)CC2)cc1
→ ., 4.4, 0.7%, 0.4, 0.3, 10.6, 0.7, 1.6%, -1.1
CCOC(=O)c1c(C)nc2sc(C(=O)Nc3ccc(OC)cc3)c(N)c2c1-c1ccc(OC)cc1
→ -6.1, -3.8, 3.9%, 1.4, -8.3, 6.5, 0.5, -2.2%, 3.0
CCCCc1c(O)nc(SC2CC(=O)N(c3ccc(C(=O)OCC)cc3)C2=O)[nH]c1=O (stereo not drawn)
→ ., 2.1, 0.5%, -0.8, 45.3, 8.5, 0.1, -7.0%, -6.0
CC(C)Oc1ccc2c3c(c(=O)oc2c1)CCC3
→ 8.2, 11.8, 3.6%, -0.4, 10.1, 9.6, -0.2, ?, -9.0
CCC(=O)OC1CC(C)N(C(=O)c2ccccc2)c2ccc(C)cc21 (stereo not drawn)
→ 16.7, -12.3, -0.5%, 4.7, -3.8, -8.5, -1.5, -12.9%, -2.0
CCN(CC(=O)NCc1cccs1)C(=O)c1cccc(S(=O)(=O)Nc2cccc(C)c2)c1
→ -5.4, -1.8, 2.8%, 3.0, -21.5, 8.3, -0.1, ., -0.3

Compound profiles (already shown). Order of screens: D2 potentiator | TRHR PAM | RXFP1 agonist | D1 ag | D1 antag | RXFP1 antag | TRHR agonist | Apoferritin bind | D1 potentiator
COc1ccc(OC)c(N=Cc2c(O)[nH]c3ccccc23)c1 is listed as 6.8 | 8.9 | 0.2% | 5.1 | -2.1 | -4.4 | -0.8 | 100.2%[activator] | 3.3
COc1cccc(-c2nn(C)c3sc(C(=O)N4CCN(c5cccc(C)c5)C(C)C4)cc23)c1 (stereo not drawn) is listed as -6.2 | 4.7 | 3.0% | 2.4 | 10.1 | -22.5 | 0.3 | -12.0% | 0.1
COc1cccc(C(=O)NCCS(=O)(=O)N2CCc3ccccc3C2)c1 is listed as 1.8 | -1.5 | 0.1% | -0.2 | 5.4 | -0.4 | -0.6 | . | -0.2

(next part)
The line under a structure holds: D2 potentiator, TRHR PAM, RXFP1 agonist, D1 ag, D1 antag, RXFP1 antag, TRHR agonist, Apoferritin bind, D1 potentiator
CC(=O)C(C(C)=O)C(NC(=O)c1cccnc1)(C(F)(F)F)C(F)(F)F
→ -5.1, -3.4, 1.3%, 3.2, 28.5, 7.5, 1.0, -5.3%, -1.0
COc1ccc(C2=NO[C@@H]3[C@@H]4C[C@@H]([C@H]5C(=O)N(C)C(=O)[C@@H]45)[C@H]23)cc1
→ 15.2, 3.8, -0.5%, 4.3, -15.0, 22.2, 0.9, -9.4%, -3.8
Cc1cccc(Oc2ccc(Cl)cc2N)c1
→ -3.7, -4.2, -2.1%, 2.2, 10.7, -7.8, -0.4, ?, -2.5
N#Cc1ccccc1OCC(=O)Nc1c(C(=O)C2CC2)oc2ccccc12
→ -2.5, 3.0, 5.8%, 4.7, 11.0, -10.3, 0.2, -21.2%, -2.5
CCOC(=O)c1cc(-c2ccc(F)cc2)n(CCC(=O)NC2CCN(Cc3ccccc3)CC2)c1C
→ -15.2, -7.2, 1.0%, 15.6, -29.1, -23.1, -0.1, ?, -11.1
CCOC(=O)c1sc(=S)n(-c2cc(F)ccc2F)c1N
→ 3.8, 1.0, 0.5%, -1.2, -5.2, -5.4, 1.0, -11.0%, -1.3
O=c1/c(=C\c2ccc(O)cc2)sc2nc(-c3ccccc3)c(-c3ccccc3)n12
→ -8.4, 4.4, 5.3%, 8.8, 1.7, 6.6, 1.7, 3.4%, -6.0
Cc1ccccc1CN1CCN(CC(=O)NCCCN2CCN(c3ccc(F)cc3)CC2)C1=O
→ -16.3, -11.4, -0.5%, 24.1, -65.4*, -2.0, 1.1, -9.4%, -11.8
CCOc1ccc(C(=O)NC2CCN(CC(=O)NCc3ccccc3)CC2)cc1
→ 1.0, -0.2, -4.0%, 0.9, 0.2, -11.7, 0.6, -2.9%, -2.8
CCc1ccc(/C=C2/C(=O)N(CC)C(=S)N2C)s1
→ -7.8, 4.8, -1.6%, 3.7, 9.2, -10.1, 0.2, ?, -9.4
Cc1cccc(NC(=O)CSc2cccc3cccnc23)c1C
→ -7.3, 4.8, -0.2%, -1.0, -2.5, 9.3, -0.3, -15.8%, 1.6
O=C(O)c1ccc(N2C(=O)/C(=C/C=C/c3ccccc3)SC2=S)cc1
→ -1.2, -3.2, 2.0%, 3.4, -6.2, -4.0, -0.4, -7.2%, -3.2
O=C(c1ccccc1)N1CCN(CC#Cc2ccccc2)CC1
→ -8.8, 0.0, -0.7%, -1.1, 0.2, 3.1, 0.5, -11.0%, -2.7
COc1ccc(CCNC(=O)C(Sc2ccccn2)c2ccccc2)cc1OC (stereo not drawn)
→ 11.9, -2.7, -1.1%, 1.2, 3.4, 8.0, -1.7, -3.9%, -1.4
Cn1c(Oc2cccc(Cl)c2)nc2c1c(=O)n(Cc1ccccc1Cl)c(=O)n2C
→ -8.3, -3.9, 5.9%, 0.5, -1.9, ., 0.2, -8.2%, -2.4
Cc1ccc(CNC(=O)CCCc2nnc3n(C)c(=O)c4sccc4n23)cc1
→ 3.0, -0.1, ?, 0.1, -2.9, 2.8, -0.1, 1.5%, 0.5
COc1ccc(C2SC[C@@H](C(=O)O)N2C(C)=O)cc1 (stereo partly drawn)
→ -7.1, -3.3, -1.0%, 2.2, 1.5, -12.7, 0.8, -5.1%, -0.9
CCNS(=O)(=O)c1ccc(C(=O)Nc2ccccc2)cc1
→ -1.3, 2.5, -3.5%, 2.4, -8.1, 10.8, 0.1, -13.2%, -2.4
CC(=O)C1=C(O)C=C(c2ccco2)CC1c1ccco1 (stereo not drawn)
→ 0.7, -5.3, -5.1%, 4.5, -4.4, 12.3, 0.1, ?, -1.4
COc1cc(-c2noc(-c3ccc(NCc4ccccc4)c([N+](=O)[O-])c3)n2)cc(OC)c1OC
→ -9.1, 13.4, -2.7%, 14.6, -15.6, ., 1.2, -2.8%, -3.5

The line under a structure holds: D2 potentiator, TRHR PAM, RXFP1 agonist, D1 ag, D1 antag, RXFP1 antag, TRHR agonist, Apoferritin bind, D1 potentiator
O=C(CC12CC3CC(CC(C3)C1)C2)N1CCCOC1
→ -0.5, 0.0, -0.1%, -1.0, -0.6, 5.7, 0.7, ?, -6.0
CC(C)(Oc1ccc(Cl)cc1)C(=O)Nc1ccc(S(=O)(=O)Nc2ncccn2)cc1
→ ., 17.0, -0.1%, 0.3, 7.5, -1.0, -0.4, 5.5%, -7.2
CC(NC(=O)/C=C/c1ccco1)c1nc2ccccc2n1Cc1c(Cl)cccc1Cl (stereo not drawn)
→ -0.1, -7.5, -0.4%, 7.4, 4.7, -20.2, -0.1, 2.2%, -0.5
O=C(NNC(=O)c1cccs1)c1ccc(F)cc1
→ 9.2, 36.3*, -1.2%, 3.7, -12.8, -13.5, -0.1, 2.2%, -1.9
